SKKanGAS inh: SKKanGAS growth inhibition; S. pyogenes SKKanGAS, kanamycin growth, BacTiter-Glo, 6 h; inhibition, % at 7.5 µM; 300,000 tested, 1.3% active;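 active = mean replicate score, as percent of positive control median, at least 50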;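 also: strain carries kanamycin resistance gene driven by streptokinase promoter and grows in 40 µg/ml kanamycin; loss of luminescence reflects streptokinase promoter inhibition or plain growth inhibition; 0% = median of DMSO wells and 100% = positive control at its reference dose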
TRPC6 activator: mouse TRPC6 channel activation; HEK293-TRPC6 membrane potential dye fluorescence; active compounds read high; 310,000 tested, 0.13% active; B-score at 10 µM; Q61143;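 active = B-score of the integrated fluorescence ratio above library mean plus 3 SD, and starting fluorescence ratio within library mean plus 5 SD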;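 also: higher score means more depolarization so channel activation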
RGS4 pot: RGS4 potentiation or activation; HEK293 M3R/inducible RGS4, carbachol calcium flux Fluo4; active compounds read low; B-score at 10 µM; 310,000 tested, 0.92% active; AID 463111;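 active = B-score of the integrated calcium signal more than 4 SD below the library mean, with starting fluorescence not abnormally high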;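 also: negative B-score means reduced calcium response which marks RGS4 activation or potentiation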
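Material: M3R-expressing HEK293 line, RGS4 induced by doxycycline | Schedule: Overnight RGS4 induction, 30 min dye load 37 °C, 20 min compound RT | Measured by: Fluo4 fluorescence kinetic imaging of calcium | Read-out: Integrated calcium ratio converted to B score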
RGS4 inh: human RGS4 inhibition | P49798 | HEK293 M3R/RGS4 inducible, Fluo-4 calcium flux; active compounds read high; triggered by carbachol at its EC20 | B-score at 10 µM | 310,000 tested, 0.45% active;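 active = B-score, a plate-corrected calcium signal, over three deviations above library mean, with baseline fluorescence within five deviations of library mean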;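 also: RGS4 expression induced by doxycycline in cells with stable M3 receptor; B-score is computed from the integrated fluorescence ratio over baseline after carbachol; higher B-score means a larger calcium signal and so more RGS4 inhibition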
Target sequence (P49798 whole entry, looked up): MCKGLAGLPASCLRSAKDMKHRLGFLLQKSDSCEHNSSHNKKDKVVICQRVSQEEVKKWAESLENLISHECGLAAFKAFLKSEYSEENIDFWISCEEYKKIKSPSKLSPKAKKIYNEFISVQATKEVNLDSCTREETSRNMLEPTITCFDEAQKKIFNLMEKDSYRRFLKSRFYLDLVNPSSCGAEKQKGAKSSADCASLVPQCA
MrgX1 antagonist: blocks BAM8-22 activation of human MrgX1 receptor; MRGX1-HEK293 calcium flux, Fluo-4, BAM8-22 antagonism; active compounds read low; B-score at 10 µM; Q96LB2; AID 588676; 310,000 tested, 1.3% active;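 active = calcium-response B-score plate-corrected more than 3 library SD below zero, starting fluorescence within 5 deviations, no agonist response on first addition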;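 also: peak minus trough fluorescence over baseline after final BAM8-22 challenge near maximal dose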
Target sequence (Q96LB2 whole entry, looked up): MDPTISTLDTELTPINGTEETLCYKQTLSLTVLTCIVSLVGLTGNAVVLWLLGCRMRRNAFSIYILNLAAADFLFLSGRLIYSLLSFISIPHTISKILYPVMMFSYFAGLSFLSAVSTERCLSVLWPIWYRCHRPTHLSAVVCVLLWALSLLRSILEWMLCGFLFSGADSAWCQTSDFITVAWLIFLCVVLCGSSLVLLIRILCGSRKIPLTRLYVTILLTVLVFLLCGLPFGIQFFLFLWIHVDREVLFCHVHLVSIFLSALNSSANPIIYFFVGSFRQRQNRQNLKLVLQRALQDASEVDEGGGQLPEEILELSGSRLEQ
TRPC6 inhibitor: mouse TRPC6 channel inhibition; 310,000 tested, 1.1% active; HEK293-TRPC6, membrane potential dye, ACh-evoked depolarization; active compounds read low; Q61143; B-score at 10 µM; AID 2553;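 active = B-score under library mean minus 3 SD, initial fluorescence not abnormally high, positive integrated signal ratio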;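 also: B-score derived from integrated fluorescence ratio over the kinetic read; more negative B-score means stronger inhibition of depolarization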
TRPC4 block: TRPC4 (mouse) channel inhibition; Q9QUQ5; HEK293 TRPC4beta/mu-opioid, DAMGO-evoked Fluo4 calcium flux; active compounds read low; B-score at 10 µM; 300,000 tested, 0.39% active; AID 2247;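 active = B-score over 3 SD under the library average, no early fluorescence shift, positive overall ratio signal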
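Test system – stable TRPC4beta/mu-opioid receptor HEK293 cells · Probe or stimulus – DAMGO, a submaximal dose followed by a maximal one · Dosing – one concentration per compound · Signal – Fluo4 calcium fluorescence by kinetic imaging, 5 s 1 Hz baseline · Evaluation – per-well B score of integrated baseline-normalized Fluo4 ratio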
Platelet DG rel: platelet dense granule release activity | AID 1663 | inhibition, %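 (compounds screened at 7.5 µM in platelet-rich plasma)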 | 300,000 tested, 0.22% active | human platelet-rich plasma, SFLLRN dense granule ATP release, luminescence;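 active = mean replicate score, as percent of positive control, at or above 50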
HIF activator: HIF pathway transcriptional activation. 300,000 tested, 0.32% active. U2OS HRE-luciferase reporter, luminescence; normalized: DMSO 0%, desferrioxamine 100%. activation, % at 7.5 µM (by protocol). AID 1910;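 active = mean activation of at least 10% of the iron chelator positive control signal, with at least half of replicates also reaching 10%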
MrgX1 ag: human MrgX1 receptor agonism, primary screen; B-score at 10 µM; 310,000 tested, 0.44% active; MrgX1-HEK293 cells, Fluo-4 calcium fluorescence, agonist mode; active compounds read high; AID 588627;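 active = calcium response B-score plate-corrected fluorescence ratio at least 3 library SD, with starting fluorescence B-score inside 5 SD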
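Assay system: stable human MrgX1 HEK293 cell line. Quantity: 15,000 cells per well. Schedule: cells plated overnight, dye loaded 0.5 h 37 °C, 0.5 h room temperature. Detection: Fluo-4 NW calcium-flux fluorescence, kinetic read. Read-out basis: peak-minus-minimum fluorescence over baseline, converted to B scores. Control set: positive and negative control wells on each plate.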
MrgX1 PAM: human MrgX1 positive allosteric modulation, primary screen; AID 588675; B-score at 10 µM; MrgX1-HEK293, Fluo-4 calcium flux, FDSS; active compounds read high; 310,000 tested, 0.63% active;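 active = plate-corrected calcium response at least 3 library SD above typical, normal starting fluorescence, not activating the receptor alone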;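 also: compound read alongside a low EC10 to EC30 dose of BAM8-22 agonist; peak minus trough fluorescence over baseline measured at the second addition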
* = called active by the depositor; i = inactive; / = not tested or not shown. Rows were taken by chance; overall some 6.1% were active at least once.

Screens in order – SKKanGAS inh | TRPC6 activator | RGS4 pot | RGS4 inh | MrgX1 antagonist | TRPC6 inhibitor | TRPC4 block | Platelet DG rel | HIF activator | MrgX1 ag | MrgX1 PAM
1. O=C(NCC(=O)N(c1cccnc1)C(C(=O)NC1CCCCC1)c1ccccc1)c1ccco1 (configuration not stated)
 : -2 | i | i | i | i | i | i | 8 | 0.0 | i | i
2. C/C(Cc1ccccc1)=N/NC(=O)CCCC(=O)N/N=C(/C)Cc1ccccc1
 : -2 | i | i | i | i | i | i | 5 | -0.2 | i | i
3. COCCn1c(SCC(=O)Nc2cccc(C)c2)nnc1C(C)C
 : -5 | i | i | i | i | i | i | 15 | -1.1 | i | i
4. O=C(CNC(=O)c1ccc(Br)cc1)NCC(=O)OCC(=O)c1ccc([N+](=O)[O-])cc1
 : -2 | i | i | i | i | i | i | 1 | -0.8 | i | i
5. CCC(C)(C)n1nnnc1C(c1cccc(C#N)c1)N1CCN(c2cc(C)ccc2C)CC1 (configuration not stated)
 : -9 | i | i | i | i | i | i | -6 | -62 | i | i
6. COc1ccc(NC(=O)CSc2nc3c(c(=O)n2-c2ccc(C)cc2)SCC3)c(OC)c1
 : 9 | i | i | i | i | i | i | -2 | -0.8 | i | i
7. CC1CN(C(=O)CN2C(=O)NC(C)(c3ccccc3)C2=O)CC(C)O1 (configuration not stated)
 : 4 | i | i | i | i | i | i | 4 | -0.2 | i | i
8. CCCCCCNC(=O)c1c(O)c2cccc3c2n(c1=O)CCC3
 : 22 | i | i | i | i | i | i | 7 | 0.0 | i | i
9. CCOc1ccccc1OCC(=O)Nc1ccc(OC)c(S(=O)(=O)N2CCCCC2)c1
 : -3 | i | i | i | i | i | i | -4 | -0.8 | i | i
10. CCCNC(=O)c1ccc(Cn2cc(-c3ccc(OC)cc3)nc2C(C)N)cc1 (configuration not stated)
 : 2 | i | i | i | i | i | i | 0 | -1.6 | i | i
11. Cc1nc2ccccc2n1CC(=O)NCCN1CCCC1
 : 3 | i | i | i | i | i | i | -2 | / | i | i
12. O=C(CN1CCN(Cc2ccc(F)cc2)CC1)Nc1nc2ccccc2s1
 : 18 | i | i | i | i | i | i | 0 | 0.1 | i | i
13. CCOC(=O)c1c(C)[nH]c(C(=O)COC(=O)c2cnc(C)cn2)c1C
 : 14 | i | i | i | i | i | i | 5 | 0.3 | i | i
14. COc1cccc(NC2=C(Cl)C(=O)OC2OC(=O)c2ccco2)c1 (configuration not stated)
 : -7 | i | i | i | i | i | i | -1 | -0.3 | i | i
15. COCCNC(=O)Cn1c(=O)n(Cc2ccc(C(=O)NCc3ccco3)cc2)c(=O)c2ccccc21
 : -1 | i | i | i | i | i | i | 8 | 0.0 | i | i
16. Cc1cc(C(=O)C(C)OC(=O)c2cnccn2)c(C)n1-c1ccccc1 (configuration not stated)
 : -3 | i | i | i | i | i | i | / | -0.6 | i | i
17. Cc1ccc(C)c(S(=O)(=O)N2CCN(C(=O)c3sccc3C)CC2)c1
 : 26 | i | i | i | i | i | i | 15 | -0.2 | i | i
18. CC(=NCCN1CCN(C(C)=C2C(=O)c3ccccc3C2=O)CC1)C1=C(O)CC(C)(C)CC1=O
 : 2 | i | i | i | i | i | i | -8 | -0.3 | i | i
19. CC(C)CNS(=O)(=O)c1ccc(CCC(=O)N2CCC(C(N)=O)CC2)cc1
 : -10 | i | i | i | i | i | i | 0 | -0.7 | i | i
20. O=C(N/N=C\c1ccc(Cl)s1)C1COc2ccccc2O1 (configuration not stated)
 : -6 | i | i | i | i | i | i | 2 | 2.7 | i | i

Next section
Screens in order – SKKanGAS inh | TRPC6 activator | RGS4 pot | RGS4 inh | MrgX1 antagonist | TRPC6 inhibitor | TRPC4 block | Platelet DG rel | HIF activator | MrgX1 ag | MrgX1 PAM
21. COc1ccc(OC)c(-n2c(-c3cc(-c4ccc(F)cc4)n[nH]3)n[nH]c2=S)c1
 : -3 | i | i | i | i | i | i | 3 | 0.0 | i | i
22. O=C(COC(=O)CN1C(=O)C2CCCCC2C1=O)NNC(=O)c1ccc(Cl)cc1 (configuration not stated)
 : 12 | i | i | i | i | i | i | 1 | -0.7 | i | i
23. CCCCCCCCCCNC(=O)C(=O)Nc1ccccn1
 : -6 | i | i | i | i | i | i | -2 | -0.2 | i | i
24. COc1ccc(NC2CCCN(C(=O)c3ccc(C)nc3)C2)cc1 (configuration not stated)
 : -4 | i | i | i | i | i | i | 2 | 0.1 | i | i
25. COc1ccc2nc(Nc3nc4ccc(NC(C)=O)cc4s3)sc2c1
 : 55* | i | i | i | i | i | i | 11 | 1.2 | i | i
26. Cc1ccc(-n2nc3c(=O)n(CC(=O)NCc4ccccc4)nc(C)c3c2C)cc1
 : 1 | i | i | i | i | i | i | -3 | 89* | i | i
27. Cc1ccc(NC(=O)CSc2nnc(CNC(=O)c3c(F)cccc3Cl)o2)cc1
 : -6 | i | i | i | i | i | i | 1 | -1.6 | i | i
28. COc1ccc(CCOC(=O)c2cccc(NC(C)=O)c2)cc1
 : -13 | i | i | i | i | i | i | 4 | 2.9 | i | i
29. NC1=NC(=O)CC(C(=O)Nc2cccc3ccccc23)S1 (configuration not stated)
 : 1 | i | i | i | i | i | i | -5 | -0.9 | i | i
30. Cc1ccc(Nc2nnc(SC/C(O)=C(\C#N)c3nc4ccccc4[nH]3)s2)c(C)c1
 : 27 | i | i | i | i | i | i | -7 | -0.3 | i | i
31. Cc1ccc(NC(=S)NC(=O)c2ccc(F)cc2)cc1S(=O)(=O)Nc1cccc(Cl)c1
 : 70* | i | i | i | i | i | i | 19 | 0.4 | i | i
32. COc1ccc(NS(=O)(=O)c2ccc(N3CCCC3)c(N)c2)cc1
 : 3 | i | i | i | i | i | i | 5 | 0.3 | i | i
33. COc1ccc2noc3c2c1C(=O)c1ccccc1-3
 : 5 | i | -7.2* | i | i | i | i | 0 | 0.0 | i | i
34. CCOC(=O)c1cnc(-n2[nH]c(C)c(Cc3ccccc3)c2=O)[nH]c1=O
 : 2 | i | i | i | i | i | i | 9 | 0.3 | i | i
35. CCCOc1ccc(-c2nnn(CC(=O)OCC)n2)cc1
 : 2 | i | i | i | i | i | i | 5 | 0.2 | i | i
36. CC(SC1=Nc2ccccc2C2CC=NN12)C(=O)NC1(C#N)CCCCC1 (configuration not stated)
 : 2 | i | i | i | i | i | i | -6 | -0.1 | i | i
37. COc1cc(-c2cc(C(F)(F)F)n3ncc(C(=O)O)c3n2)cc(OC)c1OC
 : 16 | i | i | i | i | i | i | -1 | -0.3 | i | i
38. CN(C)CCN1C(=O)C(=O)/C(=C(/O)c2ccccc2)C1c1ccccc1F (configuration not stated)
 : 0 | i | i | i | i | i | i | 4 | -0.2 | i | i
39. Cn1c(=O)c(C(=O)NCCO)c(O)c2ccccc21
 : -3 | i | i | i | i | i | i | -5 | 0.2 | i | i
40. COc1ccc(N2CCN(/C(=N\S(=O)(=O)c3ccccc3)Nc3nc(C)cc(C)n3)CC2)cc1
 : -5 | i | i | i | i | i | i | 1 | -0.4 | i | i

(next part)
Screens in order – SKKanGAS inh | TRPC6 activator | RGS4 pot | RGS4 inh | MrgX1 antagonist | TRPC6 inhibitor | TRPC4 block | Platelet DG rel | HIF activator | MrgX1 ag | MrgX1 PAM
41. COc1ccc(CN(C)C(=O)c2ccc3ccccc3n2)cc1F
 : 1 | i | i | i | i | i | i | -1 | -0.6 | i | i
42. N#CCC(=O)Nc1ccc(C(=O)OCC(=O)Nc2cccc(C(F)(F)F)c2)cc1
 : 19 | i | i | i | i | i | i | -5 | -0.2 | i | i
43. Cc1cccc(-n2ncc3c2CCCC3NC(=O)CCc2ccncc2)c1C (configuration not stated)
 : 8 | i | i | i | i | i | i | -14 | -0.4 | i | i
44. CC(C)CNC(=S)N(Cc1ccco1)Cc1cc2cc3c(cc2[nH]c1=O)OCCO3
 : -1 | i | i | i | i | i | i | 4 | 0.0 | i | i
45. Cc1ccccc1N=C/C=C1\N(C)c2ccccc2C1(C)C
 : -1 | i | i | i | i | i | i | 0 | -0.6 | i | i
46. CCN(CC)CCN(C(=O)c1ccc(S(=O)(=O)N2CCOCC2)cc1)c1nc2cc3c(cc2s1)OCCO3
 : 19 | i | i | i | i | i | i | 0 | 1.3 | i | i
47. CN(Cc1ccc(F)cc1)C(=O)C(Cc1ccccc1)NC(=O)c1ccccc1 (configuration not stated)
 : 3 | i | i | i | i | i | i | -1 | -1.2 | i | i
48. COc1ccc(OCC(=O)Nc2c3c(nn2-c2ccc(OC)cc2)CS(=O)(=O)C3)cc1
 : -1 | i | i | i | i | i | i | -1 | -0.3 | i | i
49. C/C(N)=C(/C#N)C(=O)COC(=O)c1cc(-c2cccc(Br)c2)nc2ccccc12
 : 32 | i | i | i | i | i | i | 3 | 0.0 | i | i
50. CCCCCCCCCC[n+]1cccc(C(=O)N(CC)CC)c1
 : 6 | i | i | i | i | i | i | -11 | 0.1 | i | i
51. COc1cc(/C=N/NC(=O)C(Cc2c[nH]c3ccccc23)NC(=O)OCc2ccccc2)cc([N+](=O)[O-])c1O (configuration not stated)
 : 32 | i | i | i | i | i | i | 4 | 0.0 | i | i
52. COCCn1nnnc1C(c1cc2cc(OC)c(OC)cc2[nH]c1=O)N1CCN(c2ccc(O)cc2)CC1 (configuration not stated)
 : 1 | i | i | i | i | i | i | 4 | -0.2 | i | i
53. CCn1c(=O)c(C(=O)NNC(=O)c2ccccc2F)c(O)c2ccccc21
 : 90* | i | -8.7* | i | i | i | i | -6 | -0.6 | 114* | i
54. CCCC(=O)Nc1ccccc1N1CCN(C(=O)c2ccccc2)CC1
 : 3 | i | i | i | i | i | i | 1 | -0.7 | i | i
55. COc1ccc(CNC(=O)CN(c2cc(C)cc(C)c2)S(=O)(=O)c2c(C)[nH]c(=O)[nH]c2=O)cc1
 : -7 | i | i | i | i | i | i | 23 | 3.1 | i | i
56. CCN(CC)CCOCCOc1cc(C)c(Cl)c(C)c1
 : -3 | i | i | i | i | i | i | 16 | -0.2 | i | i
57. COc1cccc(C(=O)Cn2c(N3CCOCC3)nc3c2c(=O)n(C)c(=O)n3C)c1
 : -3 | i | i | i | i | i | i | 1 | -0.2 | i | i
58. Cc1ccc(C(=O)N(Cc2cccnc2)Cc2cc3cc(C)ccc3n3nnnc23)cc1
 : 8 | i | i | i | i | i | i | 14 | -0.3 | i | i

High-throughput results: PubChem, several laboratories
